# Source: PubChem (National Center for Advancing Translational Sciences (NCATS))
# KB-3-1 tox = qHTS assay for MDR1-selective chemotherapeutics: Primary screen using the parental adenocarcinoma cell KB-3-1; KB-3-1 viability, CellTiter-Glo ATP luminescence, 72 h; Potency, µM (titrated, usually from 46.1 µM), for the others: at the highest dose activity change, negative = cytotoxic, most hits filed as cytotoxic; 400,000 tested, 1.4% active; AID 1347075, 2019; further: on the % scale 0 is the no-effect control and ±100 the full control effect; nearly all actives have a fitted effect of over 60% in size
#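 Multi-concentration cytotoxicity screen in KB-3-1 cells grown in DMEM lacking phenol red with 10% FBS. After 72 h at 37 °C with compound, ATP-dependent luminescence was recorded.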
# GLP1R ag = qHTS of GLP-1 Receptor Agonists | 380,000 tested, 0.007% active | HEK293 GLP-1R CRE-luciferase, luminescence, 4-6 h; cells express a hypersensitive GLP-1R form | Potency, µM (doses to about 45.6 µM), without a hit: at the top dose activation, usual class: activators | AID 624172, 2012 | Glucagon-like peptide 1 receptor (Homo sapiens), P43220; further: % of control where 0% means no effect
# Target sequence (P43220 whole entry, looked up): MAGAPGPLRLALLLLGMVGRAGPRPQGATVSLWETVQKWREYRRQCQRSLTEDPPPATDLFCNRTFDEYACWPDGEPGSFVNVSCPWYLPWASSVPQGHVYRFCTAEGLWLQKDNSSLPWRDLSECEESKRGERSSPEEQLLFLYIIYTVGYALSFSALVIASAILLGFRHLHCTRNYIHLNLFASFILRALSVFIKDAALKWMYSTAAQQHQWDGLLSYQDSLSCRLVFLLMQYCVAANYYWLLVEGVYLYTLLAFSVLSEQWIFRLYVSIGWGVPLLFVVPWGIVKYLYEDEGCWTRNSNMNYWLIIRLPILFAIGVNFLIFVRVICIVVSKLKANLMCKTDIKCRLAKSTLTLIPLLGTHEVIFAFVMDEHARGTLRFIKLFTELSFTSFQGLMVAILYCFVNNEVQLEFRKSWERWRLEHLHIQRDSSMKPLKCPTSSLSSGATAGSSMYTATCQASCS
# HT1080 IDH1KD tx = qHTS for induction of synthetic lethality in tumor cells producing 2HG: qHTS for the HT-1080-IDH1KD cell line; HT-1080 IDH1 knockdown viability, ATP luminescence, 48 h; 360,000 tested, 2% active; AID 686971, 2013; Potency, µM (doses to about 46.1 µM), for inactives: top-dose activity, negative = toxicity, most hits filed as cytotoxic;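 further: 0% = DMSO wells and -100% = cell-free medium wells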
#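 After a 2 h attachment period, IDH1KD HT-1080 cells took pin-transferred compound for 48 h at 37 °C; ATP-based luminescence after 10 min room-temperature reagent incubation reported viability.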
# HT1080NT lethal = qHTS for induction of synthetic lethality in tumor cells producing 2HG: qHTS for the HT-1080-NT fibrosarcoma cell line; HT-1080-NT fibrosarcoma viability, CellTiter-Glo ATP luminescence, 48 h; Potency, µM (doses to about 46.1 µM), for inactives: at the top dose activity, negative = less viability, hits mostly cytotoxic; 360,000 tested, 1.6% active; AID 686970, 2013;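 further: NT is the 2HG producing partner of a matched IDH1 knockdown line; 0% = DMSO-treated cells and -100% = media-only wells without cells; nearly all actives have a fitted effect of over 55% in size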
#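 Luminescent CellTiter-Glo readout after 48 hours of compound exposure at 37 degrees C defined viability of HT-1080-NT cells. Activity was normalized to DMSO wells and cell-free media wells; concentration-response curves were fitted and assigned curve classes.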
# TDP43 rescue = qHTS of TDP-43 Inhibitors; TDP-43 expressing yeast growth rescue, BacTiter-Glo, 24 h; 410,000 tested, 1.8% active; Potency, µM (top dose mostly 46.1 µM), for inactives: at the top dose growth rescue (activation), actives largely listed as activators; further: % of control where 0% means no effect; nearly all actives have a fitted effect of over 50% in size
#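 Luminescence from BacTiter-Glo reports growth of TDP-43-expressing yeast after 24 hr at 30 deg C with compound. Cells were raffinose-pregrown to mid-log, then seeded in galactose medium at OD600=0.02.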
# GLP1R inv ag = qHTS of GLP-1 Receptor Inverse Agonists (Inhibition Mode); HEK293 GLP-1R CRE-luciferase, luminescence, 24 h; GLP-1R form is constitutively active; 410,000 tested, 1.6% active; Glucagon-like peptide 1 receptor (Homo sapiens), P43220; Potency, µM (doses to about 38.3 µM), for inactives: at the top dose activity change, negative = inhibition, actives largely listed as inhibitors; further: on the % scale 0 is the no-effect control and ±100 the full control effect; nearly all actives have a fitted effect of over 55% in size
#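 Seeding at 200 cells/uL, 12 h culture, 24 hr compound treatment, then luciferase reagent and a luminescence read; cells are HEK293 stably expressing a constitutively active GLP-1R plus cAMP-responsive luciferase.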
# GLP1R cytotox = qHTS of GLP-1 Receptor Inverse Agonists: Cytotox Screen | HEK293 cAMP-luciferase reporter cells, luminescence, 24 h | Potency, µM (top dose mostly 38.3 µM), for the others: at the highest dose activity change, negative = inhibition, most hits filed as inhibitors | 410,000 tested, 0.13% active;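 further: loss of luciferase light is scored as toxicity; on the % scale 0 is the no-effect control and ±100 the full control effect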
#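 Cells in DMEM/10% Nu serum/1% pen-strep, 1536-well format. Pre-incubated 12 h, dosed with 23 nL compound, incubated a further 24 h. Luciferase detection, 12 min at room temp, luminescence.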
# SW480 rerep = A quantitative high throughput screen for small molecules that induce DNA re-replication in SW480 colon adenocarcinoma cells. SW480 DNA re-replication, Hoechst DNA content imaging, 48 h. AID 624297, 2012. 340,000 tested, 1.8% active. Potency, µM (highest dose often 46.1 µM), for inactives: at the highest dose re-replication activation, actives largely listed as activators; further: % of control where 0% means no effect; nearly all actives have a fitted effect of over 55% in size
#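 250 cells/well; 23 nL cpd via pin tool; 48 hr, 37 C, 5% CO2; Hoechst 40 min; imager read of total nuclear intensity, ex 405/em 500-530 nm.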
# KB-V1 MDR tox = qHTS assay for MDR1-selective chemotherapeutics: Primary screen using the drug-selected MDR subline cells KB-V1; 400,000 tested, 3.4% active; KB-V1 MDR cells viability, CellTiter-Glo, 72 h; Potency, µM (highest dose often 46.1 µM), for inactives: at the highest dose activity change, negative = cytotoxicity, hits mostly cytotoxic; further: on the % scale 0 is the no-effect control and ±100 the full control effect; nearly all actives have a fitted effect of over 60% in size
#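 qHTS viability screen in drug-selected KB-V1 MDR cells: 72 h compound treatment at 37 degrees C, ATP luminescence end point.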
# * = called active by the depositor; ? = inconclusive; . = not tested or not shown; & = joins results of further samples; [ ] = another dose, or the depositor's remark. The call rests on the fitted dose curve; in most records, active means well fitted curve in the direction sought with a large enough effect; inconclusive means small, poorly fitted or top-dose-only effect, or another doubt; inactive means no such curve, though single readings can be large; an effect the other way counts as inactive or inconclusive. Potency means the concentration at half of the fitted maximal effect.
SMILES,KB-3-1 tox,GLP1R ag,HT1080 IDH1KD tx,HT1080NT lethal,TDP43 rescue,GLP1R inv ag,GLP1R cytotox,SW480 rerep,KB-V1 MDR tox
CC(C)(C)[C@@H]1C=C(C(=O)N2CCOCC2)O[C@H](OCc2ccc(CO)cc2)C1,-18%,-4%,10%,17%,-15%,34%,1%,0%,5%
COc1cc(OC)cc(C(=O)Nc2ccc(C(=O)Nc3ccccc3OC)cc2)c1,?,-1%,?,-23%,-10%,?,-24%,?,?
Cc1nc(CSc2nnc3scc(-c4ccccc4)n23)cs1,15%,12%,-6%,-2%,11%,0%,11%,-3%,-3%
Cc1nc2ccccc2n1CCc1nc2c3ccccc3nc(SCc3ccc(F)cc3)n2n1,13%,.,.,.,25%,-4%,19%,.,29%
O=C(NCC(c1ccco1)N1CCCCC1)c1cccs1 (stereo not drawn),-11%,0%,1%,2%,-16%,5%,-11%,-7%,4%
CCc1cccc(NC(=O)C2CCCC2)c1,9%,-1%,-9%,-6%,0%,-17%,-3%,-5%,13%
CCOc1ccc(NC(=O)Nc2cccc(C)n2)cc1,8%&2%,7%&4%,10%,12%,?,26%&-10%,-4%&-8%,-5%,0%&17%
COc1ccc(NC(=O)N(C)C[C@H]2Oc3c(NC(=O)C4CC4)cccc3C(=O)N([C@H](C)CO)C[C@@H]2C)cc1,-1%,-1%,6%,15%,14%,5%,11%,-15%[9.22 µM],4%
COc1ccc(/C=C2\CCCC3C2=NN(C(=O)c2scnc2C)C3c2ccc(OC)cc2)cc1 (stereo not drawn),-11%,1%,-5%,-4%,-7%,0%,-13%,?,0%
COc1ccccc1C(=O)NC(=S)Nc1ccc(N2CCCC2)cc1,0%,1%,-8%,-7%,0%,11%,24%,1%,-4%
CCC(=O)N1CCCc2ccccc21,-2%,0%,2%,4%,3%,-3%,2%,?,0%
O=C1CCC/C=C\C[C@@H](CC(=O)N(CCO)Cc2ccccc2)C(=O)N[C@H](Cc2c[nH]c3ccccc23)CO1,0%,0%,1%,0%,12%,11%,3%,-65%[inhibitor],0%
O=C(Cn1cc([N+](=O)[O-])ccc1=O)N1CCCc2ccccc21,12%,-8%,15%,-7%,21%,-4%,-21%,-10%,-13%
O=C(O)c1cccc(-n2cccc2/C=C2/NC(=O)N(c3ccc(Cl)cc3)C2=O)c1,3%,-1%,9%,8%,1%,7%,7%,-9%,8%
CNC[C@H]1Oc2c(NS(=O)(=O)c3ccc(F)cc3)cccc2C(=O)N([C@H](C)CO)C[C@@H]1C,-3%,-4%,8%,1%,14%,11%,11%,-1%,4%
CCC(=O)N1CCc2cc(S(=O)(=O)CCC(=O)N3CCN(c4cccc(C)c4C)CC3)ccc21,-1%,0%,.,.,19%,-1%,0%,.,?
COc1ccc(OC)c(N(CC(=O)NCCSc2ccccc2)S(C)(=O)=O)c1,1%,3%,-2%,1%,2%,-9%,-7%,-1%,23µM*
O=C(COC(=O)c1cc([N+](=O)[O-])ccc1NCCO)Nc1cccnc1Cl,13%,?,-5%,-1%,-8%,88%[activator],-26%,2%,18%
O=[N+]([O-])c1ccc(Sc2ncc3ccccn23)nc1,0%,-1%,1%,12%,9%,-14%,2%,-5%,-10%
COc1ccc(CCNC(=O)c2ccncc2)cc1OC,6%,0%,5%[9.24 µM],11%,-1%,17%,-5%,-10%,2%
O=C(NCCCN1CCOCC1)c1cc2c([nH]c3ccccc32)c(-c2cccc(Br)c2)n1,?,0%,?,?,1%,?,?,16%,?
COc1ccc(-n2c(SCC(=O)N3CCCc4ccccc43)nc3c([nH]c4ccccc43)c2=O)cc1,5%,-7%,.,.,21%,2%,1%,.,0%
Cc1ccc(NC(=O)c2cnccn2)c(OC(F)F)c1,-2%,-13%,7%,16%,-6%,8%,-3%,-2%,-21%
O=C(O)/C=C/C(=O)NNC(=O)c1cc(-c2ccccc2)n[nH]1,0%,0%,16%,12%,16%[9.22 µM],3%[7.66 µM],-3%[7.66 µM],-2%,0%
C[C@]12CCC(=O)C=C1C=CC1C2CC[C@@]2(C)C1CC[C@@]21CCC(=O)O1 (stereo partly drawn),-8%,22%,-7%,-25%,17%,45%[activator],-15%,1%,-5%
# Remaining list, next part
SMILES,KB-3-1 tox,GLP1R ag,HT1080 IDH1KD tx,HT1080NT lethal,TDP43 rescue,GLP1R inv ag,GLP1R cytotox,SW480 rerep,KB-V1 MDR tox
CC(C)c1onc(C(=O)NCCc2ccccc2)c1[N+](=O)[O-],17%,14%,?,?,-20%[0.397 µM],-9%,2%,?,12%
c1csc(-c2csc(-c3cccs3)n2)c1,11%,3%,4%,16%,13µM*,0%,5%,9%,6%
CCc1cc(C(=O)OC)c(NC(=O)CC2SC(N)=NC2=O)s1 (stereo not drawn),15%,3%,18%,12%,-4%,12%,8%,-9%,14%
COCCn1c(=S)[nH]c2cc(C(=O)N3CC(C)CC(C)C3)ccc2c1=O (stereo not drawn),-25%,-1%,1%,8%,-7%,-22%,2%,-19%,-14%
COc1ccc(CCNC(=O)c2cc([N+](=O)[O-])ccc2N2CCOCC2)cc1,14%,-1%,-23%,-11%,15%,?,?,?,?
CCc1nnc(SCc2ccc(OC(C)C)cc2)n1N,-1%,0%,22%,23%,-10%,4%,-15%,0%,-3%
O=C(O/N=C\c1ccc(N2CCOCC2)c([N+](=O)[O-])c1)c1ccccc1Cl,-26%,21%,-8%,-5%,14µM*,15%,-18%,-14%,-27%
Cc1cc(C)c(NC(=O)CSc2nc(COc3ccccc3)nc3ccccc23)c(C)c1,15%,-1%,?,8%,2%,0%,-24%,?,-2%
COC(=O)NC1(C(F)(F)F)NC(=O)N(C2CCCCC2)C1=O (stereo not drawn),0%,5%,4%[9.24 µM],1%,12%,0%,7%,-2%,-17%
C[C@H](NC(=O)c1nc[nH]c1C(=O)N[C@@H](Cc1ccccc1)C(=O)OCc1ccccc1)c1ccccc1,15%,2%,-20%,-11%,11%,?,4%,6%,-2%
COc1ccc(-c2c(C)nn3c(N)c(-c4ccccc4)cnc23)cc1OC,-2%,?,-17%,-9%,14%,46%[activator],-9%,-1%,2%
CCc1cccc(NC(=O)C2CCCN(c3cnccn3)C2)c1 (stereo not drawn),-13%,-4%,0%,-1%,?,-13%,-6%,-42%[inhibitor],-6%
COc1ccc(CCNS(=O)(=O)c2cn(C)cn2)cc1OC,-11%,-5%,0%,-1%,-15%,56%[activator],-1%,-10%,1%
Cc1csc(SCC(=O)NCc2cccc(Cl)c2)n1,-6%,-2%,-5%,-4%,19%,-26%,1%,-4%,-8%
CC(C)NC(=O)N(O)C1N(Cc2ccc3c(c2)OCO3)C(=S)SC1(C)C (stereo not drawn),-1%,2%,-4%,-4%,15%,?,1%,-1%,-11%
Cc1cc(Br)c2[nH]cc(CCNC(=O)c3ccco3)c2c1,3%,10%,0%,16%,?,?,-7%,-9%,0%
N#Cc1c2c(c(-n3cnc4ccccc43)n3c1nc1ccccc13)CCC2,0%,-4%,11%,11%,5%,9%,24%,-6%,-43%
O=C(NC1CCN(S(=O)(=O)c2ccc(Cl)cc2)CC1)c1cccnc1,0%,4%,15%,7%,3%,-21%,0%,-3%,-15%
Cc1ccnc(NC(=O)C2CCN(S(=O)(=O)c3ccc4c(c3)CC(C)N4C(=O)C3CCC3)CC2)c1 (stereo not drawn),-15%,10%,?,-21%,5%,?,1%,?,-21%
COCCNC(=O)C1(C)CCCN(C(=O)c2ccc(-c3ccccc3)cc2)C1 (stereo not drawn),0%,6%,2%,7%,18%,1%,2%,.,4%
CC(C)CCNC(=O)C1CCN(C(=O)N2CCOc3ccc(Cl)cc32)CC1,-4%,.,.,.,0%,0%,-1%,.,6%
CN(C)C(CNC(=O)c1ccc(NS(=O)(=O)c2cccc([N+](=O)[O-])c2)cc1)c1ccco1 (stereo not drawn),-17%,0%,7%,8%,1%,-16%,3%,-20%,-1%
Cc1cc(NC(=O)COC(=O)c2n[nH]c3ccccc23)no1,-4%,3%,-3%,1%,2%,2%,40%,-11%,7%
COc1ccc(/C(N)=N/OC(=O)CC2CCCCC2)cc1OC,4%,?,18%,18%,22µM*,?,-1%,-2%,-7%
Cc1cccc(-n2ncc3c(Nc4ccc(C)c(Cl)c4)ncnc32)c1,-8%,.,.,.,11%,2%,0%,.,-13%
CN(C)c1ccc(NS(=O)(=O)c2cc3c4c(c2)CC(=O)N4CCC3)cc1,-6%,1%,-2%,3%,17%,0%,0%,-18%,-13%
CC(Sc1ccccc1F)C(=O)Nc1cccc(S(=O)(=O)N2CCOCC2)c1 (stereo not drawn),2%,7%,7%,6%,23%,-20%,-1%,-20%,-10%
CCn1c(SCC(=O)NCc2cccs2)nnc1-c1cccs1,11%,-6%,-20%,21%,-11%,3%,6%,-4%,?

# Single records, as listed above. Values in the order: KB-3-1 tox, GLP1R ag, HT1080 IDH1KD tx, HT1080NT lethal, TDP43 rescue, GLP1R inv ag, GLP1R cytotox, SW480 rerep, KB-V1 MDR tox
# Results for CN(C)c1ccc(NS(=O)(=O)c2cc3c4c(c2)CC(=O)N4CCC3)cc1 → -6%, 1%, -2%, 3%, 17%, 0%, 0%, -18%, -13%
# Results for COc1ccc(CCNS(=O)(=O)c2cn(C)cn2)cc1OC → -11%, -5%, 0%, -1%, -15%, 56%[activator], -1%, -10%, 1%
# Results for CN(C)C(CNC(=O)c1ccc(NS(=O)(=O)c2cccc([N+](=O)[O-])c2)cc1)c1ccco1 (stereo not drawn) → -17%, 0%, 7%, 8%, 1%, -16%, 3%, -20%, -1%
# Results for COc1ccc(CCNC(=O)c2cc([N+](=O)[O-])ccc2N2CCOCC2)cc1 → 14%, -1%, -23%, -11%, 15%, ?, ?, ?, ?
# Results for CCc1cccc(NC(=O)C2CCCN(c3cnccn3)C2)c1 (stereo not drawn) → -13%, -4%, 0%, -1%, ?, -13%, -6%, -42%[inhibitor], -6%
